Pf growth 96h: P. falciparum growth inhibition at 96 hours | hit rate 6.9% among 320,000 | Potency, µM (top dose mostly 28.7 µM), for inactives: top-dose activity change, negative = inhibition, most hits filed as inhibitors | P. falciparum luciferase reporter growth, 96 h; further: potency means the concentration at half of the fitted maximal effect; on the % scale 0 is the no-effect control and ±100 the full control effect
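Two-generation exposure (96 h) targets delayed-death phenotype. Reporter parasites carrying integrated firefly luciferase, in red cells at 2% hematocrit and 0.05% parasitemia final, kept at 37 C, 5% CO2; luminescence loss indicates inhibition.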
Pf growth 48h: inhibits P. falciparum growth in the first generation, 48 h | P. falciparum luciferase growth in erythrocytes, 48 h | hit rate 5.9% among 310,000 | Potency, µM (titrated, usually from 28.7 µM), inactives show at the highest dose activity change, negative = inhibition, actives largely listed as inhibitors; further: potency means the concentration at half of the fitted maximal effect; on the % scale 0 is the no-effect control and ±100 the full control effect
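Erythrocytes infected with P. falciparum carrying an integrated firefly luciferase reporter (2% hematocrit, 0.1% parasitemia final) were exposed to compounds in RPMI 1640 with 0.5% Albumax at 37 C, 5% CO2. Growth inhibition was scored as reduced luminescence.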
Shiga toxin inh: Shiga toxin inhibition; hit rate 9.2% among 290,000; Vero cells, Shiga toxin protein synthesis inhibition reporter; inhibition, % at 38.7 µM; in the data active means inhibition mostly above about 28%, no sharp cut-off; inactive means mostly below about 43%; further: 0% is about no effect
Cycloheximide cs: affects cycloheximide protein synthesis inhibition readout, counter-screen; hit rate 12% among 300,000; max response, %; cell reporter, cycloheximide protein synthesis inhibition counterscreen; AID 2314; in the data active means max response mostly above about 13%, no sharp cut-off; inactive means mostly below about 14%; further: read at 38.3 µM for the half of the compounds with a filed dose; 0% is about no effect
TbPYK inhibitor: inhibitors of Trypanosoma brucei pyruvate kinase | TbPYK enzyme, Kinase-Glo Plus ATP luminescence, 45 min | Potency, µM (series often up to 76.8 µM), without a hit: at the top dose activity, negative = inhibition, usual class: inhibitors | Q57TT1 | hit rate 0.12% among 410,000; further: potency means the concentration at half of the fitted maximal effect; on the % scale 0 is the no-effect control and ±100 the full control effect; nearly all actives have a fitted effect of over 50% in size
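Assay buffer: 50 mM TEA pH 7.2, 100 mM KCl, 10 mM MgCl2, 0.05% BSA, 0.01% Tween-20. Pyruvate kinase from T. brucei plus substrate met compound, then ADP (130 uM final). Luminescence was read post 45 min RT.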
LmPK inh: blocks Leishmania mexicana pyruvate kinase activity; Q27686; purified LmPK, Kinase-Glo ATP luminescence, 1 h; Potency, µM (series often up to 57.5 µM), inactives show top-dose activity change, negative = inhibition, usual class: inhibitors; hit rate 0.37% among 290,000; further: potency means the concentration at half of the fitted maximal effect; on the % scale 0 is the no-effect control and ±100 the full control effect
Target sequence (Q27686 whole entry, looked up): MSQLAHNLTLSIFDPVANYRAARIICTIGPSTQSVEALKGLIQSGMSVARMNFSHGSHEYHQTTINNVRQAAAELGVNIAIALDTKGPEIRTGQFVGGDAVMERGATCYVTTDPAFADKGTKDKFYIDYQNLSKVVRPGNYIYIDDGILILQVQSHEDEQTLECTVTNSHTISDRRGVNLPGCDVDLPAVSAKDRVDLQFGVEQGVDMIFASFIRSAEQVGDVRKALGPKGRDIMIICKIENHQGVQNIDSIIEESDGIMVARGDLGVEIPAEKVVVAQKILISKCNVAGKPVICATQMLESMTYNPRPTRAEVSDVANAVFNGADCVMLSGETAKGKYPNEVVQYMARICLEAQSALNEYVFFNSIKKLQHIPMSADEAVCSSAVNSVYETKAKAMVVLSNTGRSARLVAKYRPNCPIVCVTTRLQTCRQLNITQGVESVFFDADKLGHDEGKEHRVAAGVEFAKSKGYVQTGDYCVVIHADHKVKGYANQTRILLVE
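qHTS format; LmPK 0.1 nM; substrates PEP 0.5 mM and ADP 0.1 mM. One-hour room-temperature incubation, then coupled luciferase luminescence; 0.5 nM enzyme wells mark activation.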
AMA1-RON2 inh: AMA1-RON2 (P. falciparum) interaction inhibition | Potency, µM (titrated, usually from 58.2 µM), for the others: top-dose activity change, negative = inhibition, actives largely listed as inhibitors | AlphaScreen AMA1-biotinylated RON2 peptide binding | hit rate 0.2% among 360,000;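 further: potency means the concentration at half of the fitted maximal effect; 0% = vehicle wells and -100% = peptide control; nearly all actives have a fitted effect of over 45% in size; some results filed as inactive show a strong effect at the top dose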
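AMA1 (3D7) with his tag at 25 nM final met compounds first, then biotinylated RON2 peptide at 25 nM; detection used donor plus acceptor beads, 10 µg/mL apiece, read by AlphaScreen after 30 min at room temperature.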
The depositor's hits bear a star; i = inactive; ? = inconclusive; nt = not tested or not shown; & = joins results of further samples; [ ] = dose if it differs, or a comment. Unless noted, the call rests on the fitted dose curve; in most records, active means well fitted curve in the direction sought with a large enough effect; inconclusive means small, poorly fitted or top-dose-only effect, or another doubt; inactive means no such curve, though single readings can be large; an effect the other way counts as inactive or inconclusive.

SMILES	Pf growth 96h	Pf growth 48h	Shiga toxin inh	Cycloheximide cs	TbPYK inhibitor	LmPK inh	AMA1-RON2 inh
Cc1cccc(N2CCN(c3ccc4cc(S(=O)(=O)N5CCCCC5)ccc4n3)CC2C)c1 (configuration not stated)	10µM*	?	-8	-6	-7%	0%	-1%
CCN(CC)C(=O)CSC(Nc1cccc(F)c1)=C(C#N)C#N	0%	3%	41	0	3%	10%	13%
O=C1Nc2cc(C(=O)N3CCN(c4ccccc4F)CC3)ccc2NC1CSCc1ccccc1F (configuration not stated)	?	-16%	-5	11	nt	17%	nt
CC1(C)CC(NC(=O)c2ccccc2F)CC(C)(C)N1	?	-23%	-2	-3	7%	1%	-15%
O=C(O)C1=C[C@H](c2csc3ccccc23)C[C@H](OCc2ccc(CO)cc2)O1	15%	58%[activator]	-8	-1	-1%	4%	4%
CCOc1ccc(/C=N/OC(C)C(=O)NCc2ccc3c(c2)OCO3)cc1 (configuration not stated)	-19%	5%	-2	-4	0%	-1%	8%
COC(=O)C(O)(c1ccc(N(C)C(=O)c2cccs2)cc1)C(F)(F)F (configuration not stated)	23%	16%	-7	-4	-18%	14%	3%
O=C(Nc1ncccc1O)c1ccc(Oc2ccccc2)cc1	-24%	-27%	71*	52*	-1%	2%	59%[activator]
N#Cc1cc(-c2cccc(Cl)c2)c[nH]c1=O	21%	9%	12	0	-7%	1%	-11%
COc1cccc(NC(=O)C(C)N2C(=O)c3ccccc3C2=O)c1 (configuration not stated)	?	11%	10	1	-2%	-4%	9%
CCOc1cc(CNCCCN2CCOCC2)cc(Br)c1OCc1ccccc1Cl	?	?	-30	-4	2%	-11%	-13%
CNc1ccc(/C=C/C(=O)c2ccc(C)cc2)cc1[N+](=O)[O-]	12µM*	9%	11	0	-4%	-9%	-27%
Cc1cc(C)c(OCC(=O)N(C)CC(=O)Nc2ccc(N3CCOCC3)cc2)c(C)c1	2%	74%[activator]	1	-1	3%	-2%	-13%
[O-]/C(=C(\C(=S)NCc1ccco1)[n+]1ccccc1)c1ccccc1Br	?	-6%	-23	-2	-18%	-2%	-27%
COc1ccc(C(=O)C(OC(=O)c2ccccc2Cl)c2ccccc2)cc1 (configuration not stated)	?	71%[activator]	83*	28*	3%	2%	20%
O=C1CC(Nc2ccc(N3CCOCC3)cc2)C(=O)N1c1ccccc1 (configuration not stated)	nt	27%	2	9	-19%	-6%	2%
CCN(CC)S(=O)(=O)c1ccc(-n2cnnn2)c(C)c1	-14%	nt	-16	-8	0%	-7%	8%
O=C(Nc1ccccc1)NC1(C(=O)NCCCN2CCOCC2)CCCCC1	122%[activator]	-27%	-16	-2	2%	9%	0%
CCc1ccc2[nH]c(C(=O)Nc3ccc(Br)c(C)n3)cc2c1	121%[activator]	123%[activator]	137*	32*	-16%	-1%	5%
COc1ccc(CNC(=S)Nc2ccccc2)cc1Cl	?	nt	2	2	-8%	2%	25%

3 compounds out of the list, arranged by formula weight, high to low.
SMILES	Pf growth 96h	Pf growth 48h	Shiga toxin inh	Cycloheximide cs	TbPYK inhibitor	LmPK inh	AMA1-RON2 inh
O=C1Nc2cc(C(=O)N3CCN(c4ccccc4F)CC3)ccc2NC1CSCc1ccccc1F (configuration not stated)	?	-16%	-5	11	nt	17%	nt
Cc1cccc(N2CCN(c3ccc4cc(S(=O)(=O)N5CCCCC5)ccc4n3)CC2C)c1 (configuration not stated)	10µM*	?	-8	-6	-7%	0%	-1%
CCc1ccc2[nH]c(C(=O)Nc3ccc(Br)c(C)n3)cc2c1	121%[activator]	123%[activator]	137*	32*	-16%	-1%	5%

(list continues)
SMILES	Pf growth 96h	Pf growth 48h	Shiga toxin inh	Cycloheximide cs	TbPYK inhibitor	LmPK inh	AMA1-RON2 inh
CC1Cc2ccccc2N1C(=O)CSc1ncccc1C(=O)O (configuration not stated)	?	-12%	7	11	-11%	-4%	11%
CCCC[C@@H](CN[C@H](C)CNC)NCC1CCC(C(C)(C)C)CC1 (some centres not stated)	?	?	-6	-1	-4%	-2%	104%[activator]
NS(=O)(=O)c1ccc(NC(=O)/C=C/c2ccc(S(=O)(=O)NCc3ccco3)cc2)cc1	?	0%	-12	6	0%	-2%	6%
O=C(NCc1ccccc1)N1CCOc2ccccc21	-21%	41%[activator]	25	1	2%	-2%	5%
Cc1ccc(NCc2n[nH]c(=S)n2-c2ccccc2)cc1	-11%	2%[1.15 µM]	-9	-3	2.8µM*	2%	-1%
CN(CC(=O)Nc1ccc(OC(F)(F)F)cc1)C(=O)C1CCC1	?	-18%	nt	nt	-5%	nt	1%
Nc1ccc2nc(-c3cccc(-c4nc5ccc(N)cc5[nH]4)n3)[nH]c2c1	0.52µM*	2.1µM*	-5	1	4%	-4%	-45%
CCCCNC(=S)Nc1ccc(F)cc1	-28%	-24%	12	0	3%	-1%	-8%
CCOC(=O)c1c(C(F)(F)C(F)(F)C(F)(F)C(F)(F)F)n[nH]c1C	-13%	nt	-8	-1	-5%	-15%	-1%
CC(C)OCCCNC(=O)c1cccc(NC(=O)c2ccccc2)c1	?	11%	-10	4	1%	-1%	37%[activator]
O=S(=O)(NC1CC2CCC1C2)c1ccc(Br)cc1 (configuration not stated)	?	2%	11	-2	-5%	-6%	38%[activator]
COc1ccc(C2=NN(C3=NN=C(N)Cc4ncnn43)C(O)(C(F)(F)F)C2)cc1 (configuration not stated)	-26%	36%[activator]	-5	2	1%	2%	113%[activator]
CCOC(=O)CCn1nc(-c2ccc(C)cc2)c2ccccc2c1=O	-14%	-15%	9	-4	-2%&-4%	-2%	-9%
O=C(O)c1ccccc1C(=O)N(Cc1ccccc1)Cc1ccccc1	nt	nt	-7	-5	1%	-2%	5%
CC(=O)Nc1ccc(S(=O)(=O)N2CCN(S(=O)(=O)N3CCCCC3)CC2)cc1	-23%	-29%	-2	-4	-9%	3%	7%
COc1ccc(NC(=O)CCCC(=O)c2ccccc2)c(OC)c1	?	?	21	16*	-1%	9%	-7%
Cc1nc2ccccn2c1C(=O)Nc1ccc2c(c1)OCCO2	260%[activator]	i	112*	45*	-4%	-13%	-3%
Cc1ccccc1CCN(CC(=O)NC1CCCCC1)C(=O)c1csnn1	12µM*	-7%	6	-1	3%	1%	-2%
CCC(=O)Nc1nc(OC)cc(OC)n1	?	1%	3	-1	-5%	-11%	-3%
COCc1ccc(CN2CCCC(C(=O)Nc3ccc(-c4cscn4)cc3)C2)o1 (configuration not stated)	30%[activator]	?	10	18	0%	-2%	-3%

Grouped by structure, those above with bromine.
SMILES	Pf growth 96h	Pf growth 48h	Shiga toxin inh	Cycloheximide cs	TbPYK inhibitor	LmPK inh	AMA1-RON2 inh
CCOc1cc(CNCCCN2CCOCC2)cc(Br)c1OCc1ccccc1Cl	?	?	-30	-4	2%	-11%	-13%
[O-]/C(=C(\C(=S)NCc1ccco1)[n+]1ccccc1)c1ccccc1Br	?	-6%	-23	-2	-18%	-2%	-27%
CCc1ccc2[nH]c(C(=O)Nc3ccc(Br)c(C)n3)cc2c1	121%[activator]	123%[activator]	137*	32*	-16%	-1%	5%
O=S(=O)(NC1CC2CCC1C2)c1ccc(Br)cc1 (configuration not stated)	?	2%	11	-2	-5%	-6%	38%[activator]

(list continues)
SMILES	Pf growth 96h	Pf growth 48h	Shiga toxin inh	Cycloheximide cs	TbPYK inhibitor	LmPK inh	AMA1-RON2 inh
COc1cccc(NC(=S)N2CCN(c3ccc([N+](=O)[O-])cc3)CC2)c1	?	?	13	25	0%	1%	-3%
COc1ccc(CCNC(=O)CSc2ccc(NC(C)=O)cc2)cc1OC	9%	-3%	-5	-7	0%	-2%	-2%
CC1CCN(S(=O)(=O)c2ccc(NC(=O)Cn3nnc(-c4ccccc4F)n3)cc2)CC1	-6%	-20%	22	-4	6%	-3%	0%
CCn1nc(NC(=O)CC(C)C)c2cc3cccc(C)c3nc21	?	?	-4	-1	-6%	2%	-23%
COC(=O)C(O)(CC(=O)c1ccc(OC)cc1)C(F)(F)F (configuration not stated)	?	9%	9	-1	-18%	-6%	-12%
CCN(CC)c1ccc(C(=O)NN)cc1	1%	9%	-4	2	2%	8%	21%
CCn1c(CNc2ccc(C)cc2)nnc1SCC(=O)NCc1ccccc1	nt	-20%	-8	2	5%	4%	1%
CCOc1ccccc1CNC(=O)Cn1ccc2cc(S(=O)(=O)N3CCCCCC3)ccc21	?	?	-4	14	2%	-1%	-3%
CCn1c(=S)sc2c(=O)n(-c3ccccc3)c(=S)[nH]c21	-2%	2%	-18	5	0%	19%	-9%
O=C(CN1C(=O)NC2(CCCc3ccccc32)C1=O)N1CCc2ccccc2C1 (configuration not stated)	nt	-17%	-5	-5	-7%	0%	-6%
COc1ccc(C(=O)OCc2nc(N)nc(Nc3ccccc3C)n2)cc1OC	?	?	15	3	-1%	-3%	46%[activator]
CC(C)(C)c1ccc(Oc2ccc(N)cc2)cc1	28%	?	-23	-12	-10%	0%	-20%
CC(C)C(=O)Nc1ccc(C(=O)Nc2nnc(C(C)C)s2)cc1	0%	47%[activator]	44*	31	1%	4%	0%
CCCCn1c(SCC(=O)N(C)C2CCS(=O)(=O)C2)nc2cc(S(N)(=O)=O)ccc21 (configuration not stated)	36%[activator]	28%	-3	-5	1%	4%	0%
CCN(CC)CCNc1ccnc2cc(Cl)ccc12	1%	0.074µM*	-6	3	-5%	-5%	3%
O=C(Nc1nnc(C2CC2)s1)c1cc([N+](=O)[O-])ccc1N1CCCCC1	?	-25%	-6	-2	-2%	0%	-1%[2.32 µM]
O=C(NCC(c1ccco1)N1CCOCC1)c1ccccc1 (configuration not stated)	25%	?	nt	nt	1%	nt	-2%
COc1cc(-c2noc(C)c2/C=C/c2ccc(N)cc2)cc(OC)c1OC	?	?	18	-2	0%	4%	0%
O=C(c1ccco1)N1N=C(c2ccco2)CC1c1ccc(Cl)cc1Cl (configuration not stated)	4.1µM*	8.3µM*	nt	nt	0%	nt	0%
COc1ccc(-n2c3c(cc(C(=O)N4CCC(C)CC4)c2=O)C(=O)CC(C)(C)C3)cc1	?	nt	-7	3	-1%	2%	-13%
COc1ccc(NC(=S)Nc2cccc(S(=O)(=O)N3CCCCC3)c2)cc1	10%	-7%	21	-1	-5%	3%	32%[activator]
Cc1cc(C)nc(/N=C2\NC(=O)CC(C(=O)O)N2c2ccc(Cl)cc2Cl)n1 (configuration not stated)	-31%	8%	-12	-1	-14%	-3%	8%
N#CC1=C(N)Oc2n[nH]c(-c3cccs3)c2C1C1C=CCCC1 (configuration not stated)	?	nt	-7	-2	-3%	-2%	-2%
CCC1(c2ccccc2)C(=O)NC(=O)N(C)C1=O (configuration not stated)	15µM*	17µM*	-11	-7	5%	nt	nt
CCCCC/C(=N\NC(=O)Nc1ccccc1)c1ccccc1	2%	?	23	-6	8%	3%	-20%
COc1cccc(-c2c(C(=O)N/N=C/C3CC=CCC3)nnn2-c2nonc2N)c1 (configuration not stated)	11%	6%	25	4	6%	-1%	83%[activator]
Cc1ccsc1C(=O)N1CCCC(N(C)Cc2ccccc2)C1 (configuration not stated)	-67%	26%	-10	-3	-7%	-1%	-7%
O=C(Nc1ccc(S(=O)(=O)N2CCC(C(=O)NC3CCCCC3)CC2)cc1)c1ccco1	26%	?	3	1	5%	3%	32%
